High-throughput results deposited in PubChem BioAssay by several laboratories.
MEX-5 binding: MEX-5 zinc finger RNA-binding disruptors – biochemical, C. elegans, fluorescence polarization, MLPCN library, primary screen | Zinc finger protein mex-5 (Caenorhabditis elegans), Q9XUB2 | MEX-5/FITC-TCR2 RNA binding; hits give low values | activity score (negative = inhibition of binding), % at 10 µM | hit rate 0.38% among 300,000;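 active = inhibition past about -25% in most replicates, and total fluorescence under double the plate's negative control median, limit read from the data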;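 also: 0% = DMSO and -100% = 5 µM competing unlabeled TCR2 RNA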
Target sequence (Q9XUB2 whole entry, looked up): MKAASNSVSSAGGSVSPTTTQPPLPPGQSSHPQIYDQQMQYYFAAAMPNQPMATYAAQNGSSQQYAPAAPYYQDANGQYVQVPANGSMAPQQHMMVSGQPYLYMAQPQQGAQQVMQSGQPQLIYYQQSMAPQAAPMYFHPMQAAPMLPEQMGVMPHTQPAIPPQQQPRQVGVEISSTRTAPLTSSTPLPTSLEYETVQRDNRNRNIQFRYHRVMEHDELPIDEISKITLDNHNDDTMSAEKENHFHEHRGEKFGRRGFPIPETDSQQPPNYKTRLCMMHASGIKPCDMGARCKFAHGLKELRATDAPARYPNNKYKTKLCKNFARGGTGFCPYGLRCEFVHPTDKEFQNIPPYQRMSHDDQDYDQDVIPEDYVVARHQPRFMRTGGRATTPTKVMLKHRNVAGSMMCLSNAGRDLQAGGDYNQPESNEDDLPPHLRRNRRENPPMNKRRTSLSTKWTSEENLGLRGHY
AGP1 TOR yeast: modulators of AGP1-GFP expression in yeast TOR pathway, primary screen, cell-based, multiplex flow cytometry, S. cerevisiae, MLPCN library; 3 h; GFP as percent of DMSO wells; GFP response vs DMSO, % at 10 µM; hit rate 0.02% among 320,000;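 active = GFP response relative to DMSO above a set limit, near screen average plus 3 SD, cut at about 150% in these data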;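 also: median GFP channel fluorescence of the gated AGP1 strain per well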
Fam108B counter: mouse Fam108B serine hydrolase inhibitors, primary screen, counter-screen for RBBP9 inhibitor project, biochemical, fluorescence polarization; inhibition, % at 9.51 µM; AID 1947, 2009; recombinant Fam108B, FP-Rh probe fluorescence polarization; hit rate 0.33% among 300,000;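 active = inhibition above the screen mean inhibition plus 3 SD, computed separately per campaign, cut at about 18% in these data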;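 also: inhibitors lower polarization as less probe binds the enzyme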
GRK2 aptamer HTS: compounds blocking aptamer binding on GRK2 – biochemical, human GRK2, bead flow cytometry, HTS, primary screen. Beta-adrenergic receptor kinase 1 (Homo sapiens), P25098. FAM-aptamer displacement from GRK2. inhibition of aptamer binding, % at 10 µM. hit rate 0.59% among 330,000. AID 488847, 2010;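 active = inhibition of aptamer binding above 40%, roughly 3 SD of noise, on plates passing a quality check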;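 also: median bead fluorescence of bound FAM aptamer so fluorescent compounds give negative values; no value below 0 was filed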
VLA-4 inh: inhibition in human VLA-4 binding assay, primary screen, VLA-4 allosteric modulator project, MLPCN library, flow cytometry, VLA-4 expressing cells. AID 2557, 2010. hit rate 0.2% among 330,000. inhibition, % (about 7 µM as worked out from the volumes in the protocol). ligand binding flow cytometry; in the data active = inhibition above about 50%
GLD-1 RNA inh: GLD-1/TGE RNA complex disruptors, primary screen, biochemical, fluorescence polarization; purified GLD-1 + fluorescein TGE RNA; inhibition, % at 5.96 µM; hit rate 0.44% among 320,000;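 active = percent inhibition above a per-plate cutoff, the plate mean of test compounds plus 3 SD, cut at about 30% in these data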;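 also: 0% = DMSO wells with GLD-1 and probe and 100% = wells lacking GLD-1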
Bcl-xL primary: inhibitors of human Bcl-xL, primary screen, biochemical, fluorescence polarization, HTS | Bcl-2-like protein 1 (Homo sapiens), Q07817 | GST-Bcl-xL / FITC-Bim BH3 peptide fluorescence polarization | inhibition, % at 10.9 µM | hit rate 0.7% among 320,000;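 active = inhibition above the mean of all tested compounds plus 3 SD, cutoff set per campaign, cut at about 30% in these data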;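 also: 0% = DMSO wells and 100% = unlabeled Bim-BH3 peptide competitor; inhibitors lower millipolarization by displacing the labeled peptide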
MCL1-BIM inh: inhibitors of MCL1 binding to BIM-BH3, primary screen, biochemical, fluorescence polarization | GST-MCL1 / FITC-Bim-BH3 fluorescence polarization | AID 2057, 2009 | inhibition, % at 10.9 µM | hit rate 0.68% among 320,000 | Induced myeloid leukemia cell differentiation protein Mcl-1 (Homo sapiens), Q07820;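 active = inhibition above the mean inhibition of all tested compounds plus 3 SD, set per campaign, cut at about 40% in these data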;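 also: 0% = DMSO wells and 100% = unlabeled Bim-BH3 peptide control; higher means more loss of mP so more displacement of Bim peptide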
Target sequence (Q07820 whole entry, looked up): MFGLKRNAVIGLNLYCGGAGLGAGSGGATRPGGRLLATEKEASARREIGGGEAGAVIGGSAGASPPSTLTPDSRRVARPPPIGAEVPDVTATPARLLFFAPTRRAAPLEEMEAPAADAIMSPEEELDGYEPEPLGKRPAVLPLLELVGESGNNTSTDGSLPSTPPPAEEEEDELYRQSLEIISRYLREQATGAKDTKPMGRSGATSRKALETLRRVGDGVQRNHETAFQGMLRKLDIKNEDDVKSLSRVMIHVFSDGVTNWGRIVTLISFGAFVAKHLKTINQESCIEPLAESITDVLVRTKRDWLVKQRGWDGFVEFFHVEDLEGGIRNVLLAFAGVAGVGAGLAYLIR
CIT2 TOR yeast: modulators of CIT2-GFP expression in yeast, primary screen, S. cerevisiae, GFP fusion, multiplex flow cytometry, MLPCN library; S. cerevisiae CIT2-GFP strain, 3 h; 100 means same as DMSO wells; GFP response vs DMSO, % at 10 µM; hit rate 0.065% among 320,000;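 active = GFP response relative to DMSO above a set limit, near the screen mean plus 3 SD, cut at about 150% in these data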;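 also: ratio of well median GFP fluorescence to mean of DMSO wells on the plate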
The depositor's hits bear a star; / = no result given. An unsorted share of the library. Share with any hit: about 2.2%.

1) Cc1cnn(Cc2ccccc2)c1N
2) Cc1cc(NC(=O)CSc2nnc(Nc3ccccc3C)s2)no1
3) CCCCc1n[nH]c2c1/C(=N/O)CC(c1ccccc1)C2 (centres undefined)
4) COc1ccc(C(=O)Nc2cccc3cccnc23)cc1OC
5) Cc1ccc(NC(=O)/C=C/c2cccc([N+](=O)[O-])c2)nc1
6) Oc1ccc(/C=N/Nc2cc(N3CCCC3)nc(N3CCCC3)n2)cc1O
7) CCCSCCCNC(=O)Cn1cc2c(n1)CCCCC2
8) Cc1cccc(NCC(=O)NNC(=S)Nc2ccccc2)c1
9) COc1nc(NC(C)=O)nc(C)c1Br
10) O=C(ON=C1CCSCC1)c1ccccc1

entry no.	1	2	3	4	5	6	7	8	9	10
MEX-5 binding	0.9	-1.0	0.9	-1.0	0.2	-2.6	-1.5	/	1.9	-1.1
AGP1 TOR yeast	93	104	104	96	99	116	98	93	102	101
Fam108B counter	-3	-16	4	4	3	6	-1	4	2	1
GRK2 aptamer HTS	0	0	2	0	0	4	3	0	3	1
VLA-4 inh	9	7	9	-2	33	11	10	3	4	-1
GLD-1 RNA inh	2	9	-2	5	9	12	-8	-4	6	6
Bcl-xL primary	8	-2	0	0	-1	18	-1	7	8	7
MCL1-BIM inh	7	2	8	-1	5	48*	7	11	1	-4
CIT2 TOR yeast	86	87	101	99	99	88	99	98	104	121

11) Cc1ccc(-c2cc(=O)c3ccccc3[nH]2)cc1
12) Cc1nn(C)cc1CNC(=O)c1cnn2c(C(F)F)cc(C3CC3)nc12
13) CN(C)CCCNc1c2c(nc3ccccc13)CCC2
14) CC1(C)SC(=S)N(NC(=O)Nc2ccccc2)C1N(O)C(=O)Nc1ccccc1 (centres undefined)
15) Cc1onc(-c2ccccc2)c1C(=O)OCC(=O)N1CCN(c2ccccc2)CC1
16) O=C1NCC(c2ccccc2)C1C(=O)N/N=C\c1ccc(-c2ccc(Cl)c(Cl)c2)o1 (centres undefined)
17) O=C(NCCc1ccccc1)/C(=C\c1ccc([N+](=O)[O-])cc1)NC(=O)c1ccccc1
18) NC(=O)c1ccc(NC(=O)c2cnc3ccccc3n2)cc1
19) Nc1nccc(/C=C/c2ccc(Cl)cc2)n1
20) COc1ccc(NC(=S)NC(NC(=O)c2cccc(C)c2)C(Cl)(Cl)Cl)c([N+](=O)[O-])c1 (centres undefined)

entry no.	11	12	13	14	15	16	17	18	19	20
MEX-5 binding	2.0	-2.0	4.3	0.1	-1.1	1.3	0.7	/	-1.8	/
AGP1 TOR yeast	85	102	100	94	113	101	106	100	101	104
Fam108B counter	1	4	-2	1	0	-20	-2	-2	-3	-4
GRK2 aptamer HTS	0	2	0	0	25	1	0	0	0	0
VLA-4 inh	-14	6	11	24	2	9	-6	6	15	7
GLD-1 RNA inh	3	1	-7	2	-7	4	-4	6	3	-3
Bcl-xL primary	5	5	5	0	2	7	1	3	-2	6
MCL1-BIM inh	-1	13	4	5	-2	10	4	4	-2	8
CIT2 TOR yeast	91	103	98	97	97	100	/	91	89	88

21) CC(C)CNC(CC(=O)Nc1cccc([N+](=O)[O-])c1)C(=O)O (centres undefined)
22) Cc1cc(Nc2c(C)n(C)n(-c3ccccc3)c2=O)n2c(nc3cc(F)c(F)cc32)c1C#N
23) CN(Cc1ccncn1)C(=O)CC1C(=O)NCCN1Cc1cccc(Oc2ccccc2)c1 (centres undefined)
24) CC(C)[C@H](NS(=O)(=O)c1cccc(Cl)c1)C(=O)OCC(=O)NC(=O)CN1CCCC1=O
25) Cn1c(C(=O)NC2CCCCCC2)cc2c(=O)n(C)c3ccccc3c21
26) O=C(CCl)Nc1cccn2ncnc12
27) C=CCNC(=O)C1CCN(c2ccc(S(=O)(=O)N3CCOCC3)cc2[N+](=O)[O-])CC1
28) COc1cccc(-n2nc(-c3ccnn3-c3ccc(F)cc3)c(=O)n(C)c2=O)c1
29) CO/N=C(\c1nonc1N)N1CCN(c2ccc(Cl)cc2[N+](=O)[O-])CC1
30) CC(C)NC(=O)COc1coc(CN2CCN(c3ccccc3)CC2)cc1=O

entry no.	21	22	23	24	25	26	27	28	29	30
MEX-5 binding	-7.1	-0.5	-3.8	/	-2.4	-0.2	0.7	1.0	0.7	1.3
AGP1 TOR yeast	98	101	112	99	103	88	98	94	94	104
Fam108B counter	3	2	0	/	-1	-4	3	0	4	-2
GRK2 aptamer HTS	0	0	5	45*	2	0	3	0	0	2
VLA-4 inh	29	-9	-8	-2	-2	3	5	-2	6	14
GLD-1 RNA inh	9	6	8	-1	0	0	10	-1	6	7
Bcl-xL primary	0	8	17	4	3	-5	-4	3	6	9
MCL1-BIM inh	-3	7	19	9	2	0	2	2	14	5
CIT2 TOR yeast	99	102	120	93	101	99	106	89	91	106

31) COc1ccc(NC(=O)c2ccccc2NC(=O)NC2CCCCC2)cc1
32) CC(=O)c1ccc(S(=O)(=O)N2CCN(CC(=O)NC(=O)NC3CCCCC3)CC2)cc1
33) CC(=O)n1cc(C2C(=O)CCCC2=O)c2ccccc21
34) CC(Oc1ccc(Br)cc1)C(=O)Nc1nnc(C2CC2)s1 (centres undefined)
35) Cc1ccc(CNC(=O)CN2CCN(Cc3ccc(Cl)cc3)C2=O)cc1
36) Cc1ccccc1Cn1nnc(-c2cccc(C(=O)O)c2)n1
37) COC(=O)c1ccc(-c2ccc(/C=N/N3C(=O)C4C5C=CC(C6CC56)C4C3=O)o2)cc1 (centres undefined)
38) O=c1c2ccccc2nc2sc3ccccc3n12
39) CN1CCN(C(=O)NC2CCCN2S(=O)(=O)c2ccc(Cl)cc2)CC1 (centres undefined)
40) O=C(Nc1c(F)cc(F)cc1Br)c1cccnc1

entry no.	31	32	33	34	35	36	37	38	39	40
MEX-5 binding	-0.4	/	-0.2	-0.1	-0.2	0.7	-4.7	-1.9	1.1	-3.5
AGP1 TOR yeast	101	93	100	100	112	107	96	99	96	103
Fam108B counter	-4	/	-6	2	0	-1	1	-3	2	0
GRK2 aptamer HTS	1	2	0	5	3	0	3	0	0	1
VLA-4 inh	4	-1	9	-21	10	4	-12	26	3	7
GLD-1 RNA inh	2	3	0	3	0	-1	-8	8	-4	-5
Bcl-xL primary	6	-5	11	1	10	3	0	0	2	-4
MCL1-BIM inh	9	-8	4	-1	4	7	1	14	1	1
CIT2 TOR yeast	101	98	102	100	102	111	103	110	105	97

41) COc1ccc(O)c(-c2[nH]ncc2C(=O)c2ccccc2C)c1
42) CC1CCN(S(=O)(=O)c2ccc(C(=O)NC3CCS(=O)(=O)C3)cc2)CC1 (centres undefined)
43) O=C1/C(=C/c2ccccc2)NC(=S)N1C(c1ccccc1)c1ccccc1
44) C/C(=N\NC(=O)c1ccc2nc[nH]c2c1)c1ccc([N+](=O)[O-])cc1
45) CC(CC(=O)O)CC(=O)Nc1ccc(Br)cc1 (centres undefined)
46) COc1ccc(N2C(C(C)=O)=NN(c3ccccc3)C2c2cccs2)cc1 (centres undefined)
47) CCc1cc(=O)[nH]c(SCC(=O)NCc2ccc3c(c2)OCO3)n1
48) CC(C)=CCN1CCN(CCC2=C(C)CCCC2(C)C)CC1CCO (centres undefined)
49) C(=C\c1ccc(/C=C/c2ccccc2)nn1)/c1ccccc1
50) CCOC(=O)Cc1csc(NC(=O)c2ccc3ccccc3n2)n1
51) CC(=O)N(c1ccccc1)C1CC(C)N(C(=O)c2ccccc2)c2ccccc21 (centres undefined)
52) Cc1ccccc1C(=O)/C=C1\NC(=O)CS1

entry no.	41	42	43	44	45	46	47	48	49	50	51	52
MEX-5 binding	-1.8	0.0	-5.7	-1.0	-2.8	4.5	-1.4	-2.6	-3.8	-3.3	2.7	-2.4
AGP1 TOR yeast	97	109	93	105	108	103	95	103	95	102	96	91
Fam108B counter	-5	3	-7	-3	0	4	2	1	-1	-7	-10	0
GRK2 aptamer HTS	0	0	0	0	1	0	0	0	0	1	/	0
VLA-4 inh	-3	7	-17	8	20	10	-13	0	27	-10	1	3
GLD-1 RNA inh	9	-2	3	-2	1	2	3	6	-2	2	1	5
Bcl-xL primary	-3	-3	6	4	3	-4	2	2	0	14	0	-5
MCL1-BIM inh	-2	-2	5	3	3	-15	6	12	3	21	-5	1
CIT2 TOR yeast	97	101	119	99	95	98	94	106	88	111	107	90

Some of the entries above, set out differently.
21	CC(C)CNC(CC(=O)Nc1cccc([N+](=O)[O-])c1)C(=O)O (centres undefined)
  MEX-5 binding: -7.1
  AGP1 TOR yeast: 98
  Fam108B counter: 3
  GRK2 aptamer HTS: 0
  VLA-4 inh: 29
  GLD-1 RNA inh: 9
  Bcl-xL primary: 0
  MCL1-BIM inh: -3
  CIT2 TOR yeast: 99

22	Cc1cc(Nc2c(C)n(C)n(-c3ccccc3)c2=O)n2c(nc3cc(F)c(F)cc32)c1C#N
  MEX-5 binding: -0.5
  AGP1 TOR yeast: 101
  Fam108B counter: 2
  GRK2 aptamer HTS: 0
  VLA-4 inh: -9
  GLD-1 RNA inh: 6
  Bcl-xL primary: 8
  MCL1-BIM inh: 7
  CIT2 TOR yeast: 102

23	CN(Cc1ccncn1)C(=O)CC1C(=O)NCCN1Cc1cccc(Oc2ccccc2)c1 (centres undefined)
  MEX-5 binding: -3.8
  AGP1 TOR yeast: 112
  Fam108B counter: 0
  GRK2 aptamer HTS: 5
  VLA-4 inh: -8
  GLD-1 RNA inh: 8
  Bcl-xL primary: 17
  MCL1-BIM inh: 19
  CIT2 TOR yeast: 120

24	CC(C)[C@H](NS(=O)(=O)c1cccc(Cl)c1)C(=O)OCC(=O)NC(=O)CN1CCCC1=O
  MEX-5 binding: /
  AGP1 TOR yeast: 99
  Fam108B counter: /
  GRK2 aptamer HTS: 45*
  VLA-4 inh: -2
  GLD-1 RNA inh: -1
  Bcl-xL primary: 4
  MCL1-BIM inh: 9
  CIT2 TOR yeast: 93
